High-throughput results (PubChem BioAssay)
USP1 inh = blocks the human USP1/UAF1 deubiquitinase complex. O94782. recombinant USP1/UAF1, Ub-Rhodamine cleavage fluorescence. Potency, µM (titrated, usually from 57.1 µM), without a hit: at the top dose activity change, negative = inhibition, most hits filed as inhibitors. 0.23% of 390,000 active. AID 743255; further: potency means the concentration at half of the fitted maximal effect; on the % scale 0 is the no-effect control and ±100 the full control effect; nearly all actives have a fitted effect of over 60% in size; inactives centre near -12
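USP1/UAF1 complex (1 nM) preincubated 15 min at room temperature with compound, then Ub-Rho substrate (150 nM final) added. Kinetic fluorescence at 480/540 nm over 6 reads at 60 s intervals; 50 mM HEPES pH 7.8, 0.5 mM EDTA, 0.1 mg/ml BSA, 1 mM TCEP, 0.01% Tween-20.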
PI4K2A inh = PI4K2A (human) kinase inhibition; purified PI4K2A, ADP-Glo luminescence, 1 h; active compounds read low; activity change, negative = inhibition, % at 76.9 µM; 0.13% of 420,000 active; in the data active means activity change below about -50%; inconclusive means mostly about -30% to -49%;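 further: -100% = wells without enzyme as full effect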
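In this quantitative HTS, ADP production by PI4K2A was quantified luminescently after 1 h at ambient temperature; 100 microM adenosine served as plate-quality control.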
Pin1 inhibitor = human Pin1 inhibition. Potency, µM (doses to about 115 µM), for the others: at the top dose activity, negative = inhibition, hits mostly inhibitors. Pin1 FP peptide displacement, HiFluor488, 10 min. 0.009% of 390,000 active; active means well fitted inhibition curve with a large enough effect in the polarisation, with a control signal flat, not every such curve was filed as active; inconclusive means small, poorly fitted or top-dose-only effect, or effect the other way, or a change in a side signal; inactive means no such curve, though single readings can be large or run the other way; the % refers to the polarisation; further: potency means the concentration at half of the fitted maximal effect; on the % scale 0 is the no-effect control and ±100 the full control effect
Target sequence (Q13526 whole entry, looked up): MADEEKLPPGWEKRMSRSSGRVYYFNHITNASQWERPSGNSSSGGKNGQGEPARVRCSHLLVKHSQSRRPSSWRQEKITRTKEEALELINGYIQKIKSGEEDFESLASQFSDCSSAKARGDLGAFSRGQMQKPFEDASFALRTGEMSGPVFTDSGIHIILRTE
GLS inhibitor = inhibitors of human glutaminase (GLS) | O94925 | GLS enzymatic activity, qHTS titration | Potency, µM (titrated, usually from 45.5 µM), inactives show top-dose activity change, negative = inhibition, most hits filed as inhibitors | 0.21% of 410,000 active | AID 624170; further: potency means the concentration at half of the fitted maximal effect; on the % scale 0 is the no-effect control and ±100 the full control effect
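Read-out is an Amplex red fluorescence increase coupled through glutamate oxidase and HRP, measured before and after 30 min room-temperature incubation. hKGA is in 45 mM KH2PO4 (pH 8.2) with 0.02% Tween-20; glutamine added as 1mM solution.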
IDH1 R132H inh = human IDH1 R132H inhibition; O75874; IDH1-R132H enzyme, NADPH consumption, diaphorase/resazurin fluorescence; Potency, µM (doses to about 76.6 µM), inactives show at the top dose activity change, negative = inhibition, usual class: inhibitors; 0.093% of 390,000 active; further: potency means the concentration at half of the fitted maximal effect; on the % scale 0 is the no-effect control and ±100 the full control effect; nearly all actives have a fitted effect of over 65% in size
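IDH1-R132H (0.5 ug/mL dispensed) in pH 7.5 Tris buffer was preincubated 30 min with compound, then given a substrate mix of 0.016 mM NADPH and 2 mM alpha-KG for 80 min at room temperature; remaining NADPH was read by diaphorase/resazurin fluorescence.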
TrxR1 substrate = rat thioredoxin reductase 1 substrate activity | O89049 | AID 588456 | purified TrxR1 substrate turnover, NADPH consumption readout | Potency, µM (top dose mostly 114 µM), for the others: at the highest dose activity change, negative = substrate turnover | 0.01% of 390,000 active; further: potency means the concentration at half of the fitted maximal effect; on the % scale 0 is the no-effect control and ±100 the full control effect; nearly all actives have a fitted effect of over 50% in size
Target sequence (O89049 whole entry, looked up): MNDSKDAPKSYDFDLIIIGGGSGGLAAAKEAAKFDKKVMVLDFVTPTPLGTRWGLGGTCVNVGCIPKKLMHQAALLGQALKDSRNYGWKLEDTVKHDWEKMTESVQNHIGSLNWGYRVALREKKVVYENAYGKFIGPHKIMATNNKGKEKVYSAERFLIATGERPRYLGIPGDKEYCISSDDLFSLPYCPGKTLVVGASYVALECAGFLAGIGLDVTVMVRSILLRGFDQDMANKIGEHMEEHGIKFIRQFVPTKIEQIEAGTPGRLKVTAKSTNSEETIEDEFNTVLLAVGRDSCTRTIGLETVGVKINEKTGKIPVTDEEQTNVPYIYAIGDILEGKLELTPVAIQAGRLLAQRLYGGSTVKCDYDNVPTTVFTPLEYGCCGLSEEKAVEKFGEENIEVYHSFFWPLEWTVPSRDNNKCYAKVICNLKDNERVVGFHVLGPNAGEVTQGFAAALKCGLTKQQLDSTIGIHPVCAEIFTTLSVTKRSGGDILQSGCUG
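Rat TrxR1, dispensed at 90 nM, was prereduced with 400 uM NADPH (final) for 5 min at ~22 deg C, then incubated with compound 15 min before 400 uM selenite. A first-read NADPH fluorescence drop versus no-compound background flagged substrates.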
rTrxR1 inhibitor = blocks rat thioredoxin reductase 1. O89049. recombinant rTrxR1, NADPH fluorescence consumption, selenite substrate. Potency, µM (highest dose often 114 µM), for the others: at the top dose activity change, negative = inhibition, hits mostly inhibitors. 1% of 390,000 active; further: potency means the concentration at half of the fitted maximal effect; on the % scale 0 is the no-effect control and ±100 the full control effect; nearly all actives have a fitted effect of over 65% in size
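Rat TrxR1 (90 nM in the dispensed reagent) was pre-reduced with 400 uM NADPH for 5 min at room temperature, then incubated with compound for 15 min. After 400 uM selenite was added, NADPH fluorescence (Ex 340/Em 450 nm) was followed for 8 min.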
PGK inhibitor = blocks T. brucei phosphoglycerate kinase; P07378; PGK/GAPDH coupled, Kinase-Glo luminescence, 60 min; Potency, µM (highest dose often 57.5 µM), without a hit: at the top dose activity change, negative = inhibition, most hits filed as inhibitors; 0.043% of 380,000 active; AID 602233; further: potency means the concentration at half of the fitted maximal effect; on the % scale 0 is the no-effect control and ±100 the full control effect; nearly all actives have a fitted effect of over 60% in size
Target sequence (P07378 whole entry, looked up): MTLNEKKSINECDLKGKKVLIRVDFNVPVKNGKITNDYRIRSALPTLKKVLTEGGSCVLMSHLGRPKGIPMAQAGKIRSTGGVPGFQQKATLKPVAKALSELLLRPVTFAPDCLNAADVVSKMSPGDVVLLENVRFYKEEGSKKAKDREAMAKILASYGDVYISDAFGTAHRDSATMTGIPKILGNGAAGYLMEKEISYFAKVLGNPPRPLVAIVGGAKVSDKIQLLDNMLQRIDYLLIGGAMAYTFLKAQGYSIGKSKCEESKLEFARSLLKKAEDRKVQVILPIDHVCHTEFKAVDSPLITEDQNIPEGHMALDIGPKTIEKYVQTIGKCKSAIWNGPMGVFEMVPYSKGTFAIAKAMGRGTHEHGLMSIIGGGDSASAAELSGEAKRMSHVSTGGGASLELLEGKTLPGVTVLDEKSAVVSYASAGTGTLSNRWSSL
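Luminescent ATP detection (Kinase-Glo Plus) follows a 60-minute room-temperature incubation, with wells lacking PGK as controls. Buffer: 100 mM TEA (pH 7.6), 5 mM MgCl2, 0.01% Tween-20. Coupling enzyme GAPDH (100 nM final) supplies unstable 1,3-BPG in-well.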
HP1b chromo inh = blocks HP1-beta chromodomain binding to methylated histone tails. P83916. AlphaScreen HP1-beta / biotin-H3K9me3 peptide binding. Potency, µM (series often up to 114 µM), for inactives: at the highest dose activity change, negative = inhibition, actives largely listed as inhibitors. 0.56% of 390,000 active; further: potency means the concentration at half of the fitted maximal effect; nearly all actives have a fitted effect of over 70% in size; inactives centre near 23
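Compound inhibition of the preformed complex between 50 nM HP1-beta and 50 nM biotinylated H3K9me3 peptide was read by AlphaScreen. Buffer was PBS pH 7.4 with 0.01% Tween-20. Incubations ran 30 min at room temperature, with 10 ug/mL donor/acceptor beads.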
Active calls of the source: *; i = inactive; ? = inconclusive; & = joins results of further samples; [ ] = dose if it differs, or a comment. Unless noted, the call rests on the fitted dose curve; in most records, active means well fitted curve in the direction sought with a large enough effect; inconclusive means small, poorly fitted or top-dose-only effect, or another doubt; inactive means no such curve, though single readings can be large; an effect the other way counts as inactive or inconclusive. The list is partial; rates above refer to the full screens.

no. | Molecule | PGK inhibitor | rTrxR1 inhibitor | USP1 inh | Pin1 inhibitor | TrxR1 substrate
1 | CN(C)Cc1c(C(=O)N/N=C/c2cccs2)nnn1-c1nonc1N | -2% | -5%[57.1 µM] | 2% | 3% | -5%[57.1 µM]
2 | CCOC(=O)c1nn(-c2ccccc2)c(=O)cc1OCC(=O)Nc1cccc(OC)c1 | -4% | 12%[11.4 µM] | -5% | 12% | -1%[11.4 µM]
3 | Cc1cc(C)c(NC(=O)CSc2nc(=O)n(CCN3CCOCC3)c3c2CCCC3)c(C)c1 | -10% | -5% | -22% | -3% | -2%
4 | CCC1CCCCN1c1nc2c(C=O)c(C)nn2c2ccccc12 (centres undefined) | -2% | 16%[57.1 µM] | -7% | 0% | 12%
5 | CN1C(C(=O)Nc2ccc(C(=O)O)cc2)=C(O)c2ccccc2S1(=O)=O | -13% | 11% | -9% | -12% | -2%
6 | COC1OC(O)C(NC(=O)C(F)(F)F)CC1O (centres undefined) | i | 17%[11.4 µM] | -6% | -3% | 7%[11.4 µM]
7 | CNC(=S)N1CCN(C(=O)c2ccco2)CC1 | -8% | -8%[57.1 µM] | -6% | -7% | -1%[57.1 µM]
8 | CC1CCCCC1NC(=O)/C(C#N)=C/c1ccc(F)c(F)c1 (centres undefined) | i | -1% | -15% | -1% | -3%
9 | COc1ccc(/C=C/C(=O)N(C)Cc2cccs2)cc1S(=O)(=O)N1CCOCC1 | 1% | 6%[57.1 µM] | -17% | 0% | -6%
10 | O=C(OCc1nc2ccccc2s1)C1CCN(S(=O)(=O)c2cccs2)CC1 | 7% | 17% | -23% | 18% | 7%
11 | COc1ccc(-c2c(-c3ccccc3)c(C(=O)C(=O)NCCCN(C)C)n3ccc4cc(OC)c(OC)cc4c23)cc1OC | -7% | 0%[57.1 µM] | -14% | 5% | 4%[57.1 µM]
12 | Cc1cc(C(=O)OCC(=O)c2c(N)n(C)c(=O)n(C)c2=O)c(C)o1 | -18% | -2% | -11% | -4% | -2%

no. | HP1b chromo inh | GLS inhibitor | IDH1 R132H inh | PI4K2A inh
1 | 21% | 2% | 16% | 1
2 | 14% | 4% | 0% | -5
3 | 27% | -7% | 3% | -2
4 | 218%[activator] | -21% | ? | 1
5 | -6% | 29% | 11% | -7
6 | 11% | 5% | 5% | -1
7 | 43%[activator] | -4% | 4% | -2
8 | 30% | -1% | 8% | -2
9 | 18% | -12% | 6% | 0
10 | 57%[activator] | -8% | 2% | -6
11 | ? | 21% | -6% | 7
12 | 38% | 11% | 8% | 1

Given with values ahead of the structure: 4 of the compounds above.
| nr | PGK inhibitor | rTrxR1 inhibitor | USP1 inh | Pin1 inhibitor | TrxR1 substrate | HP1b chromo inh | GLS inhibitor | IDH1 R132H inh | PI4K2A inh | canonical_smiles |
| --- | --- | --- | --- | --- | --- | --- | --- | --- | --- | --- |
| 3 | -10% | -5% | -22% | -3% | -2% | 27% | -7% | 3% | -2 | Cc1cc(C)c(NC(=O)CSc2nc(=O)n(CCN3CCOCC3)c3c2CCCC3)c(C)c1 |
| 4 | -2% | 16%[57.1 µM] | -7% | 0% | 12% | 218%[activator] | -21% | ? | 1 | CCC1CCCCN1c1nc2c(C=O)c(C)nn2c2ccccc12 (centres undefined) |
| 5 | -13% | 11% | -9% | -12% | -2% | -6% | 29% | 11% | -7 | CN1C(C(=O)Nc2ccc(C(=O)O)cc2)=C(O)c2ccccc2S1(=O)=O |
| 6 | i | 17%[11.4 µM] | -6% | -3% | 7%[11.4 µM] | 11% | 5% | 5% | -1 | COC1OC(O)C(NC(=O)C(F)(F)F)CC1O (centres undefined) |

(continued)
no. | Molecule | PGK inhibitor | rTrxR1 inhibitor | USP1 inh | Pin1 inhibitor | TrxR1 substrate
13 | O=C(NCC1CCCO1)c1cc2ccccc2oc1=O (centres undefined) | -8% | 8% | -25% | -8% | 16%
14 | COc1cc(OC)cc(-n2nnnc2SCC(=O)Nc2nc3c(s2)CCCC3)c1 | 2% | 5% | -27% | 9% | -3%
15 | CCOC(=O)C1=CN(Cc2ccco2)S(=O)(=O)NC1c1ccc(F)c(Cl)c1 (centres undefined) | i | ? | -19% | -2% | 2%
16 | Nc1nc2ccc(S(=O)(=O)c3ccc4nc(N)sc4c3)cc2s1 | i | -4% | -19% | -1% | 10%
17 | O=C(O)c1ncc(Cl)c(Cl)c1Cl | -2% | 32%&16% | -8%&-1% | -3%&-7% | 7%&-4%
18 | CCN(c1ccccc1)S(=O)(=O)c1ccc(OCC(=O)Nc2cc(C)on2)cc1 | 8% | 0% | -8% | 5% | 1%
19 | Cn1c(N)c(S(=O)(=O)N2CCN(Cc3ccccc3)CC2)c(=O)n(C)c1=O | 9% | 3% | -6% | -1% | 2%
20 | Cc1ccc(CNC(=O)[C@H]2C[C@@H]2[C@H](NP(=O)(c2ccccc2)c2ccccc2)c2ccccc2)o1 | 1% | ? | -1% | 3% | 5%
21 | O=C(COC(=O)c1ccc(Br)cc1)NCCc1ccccc1 | 0% | -6% | -20% | 2% | -10%
22 | COC(=O)CC1C(=O)NCCN1C(=O)Nc1ccccc1 (centres undefined) | 4% | 11%[57.1 µM] | -14% | 2% | 11%[57.1 µM]
23 | C=CCNc1nc2c(c(=O)n(C)c(=O)n2C)n1CC(=C)C | -4% | 7% | -19% | 2% | 1%
24 | CCc1sc(C(=O)Nc2cc(S(=O)(=O)N3CCOCC3)ccc2OC)cc1C | i | 32% | -20% | 32%[activator] | 8%

no. | HP1b chromo inh | GLS inhibitor | IDH1 R132H inh | PI4K2A inh
13 | 32% | -4% | 2% | -3
14 | 26% | -3% | -2% | 0
15 | 23% | 1% | 4% | -5
16 | 17% | 0% | -2% | -12
17 | 22%&6% | 4%&7% | 5%&5% | 1&-2
18 | 25% | 16% | 0% | 9
19 | 37% | 3% | 2% | -3
20 | 30% | -4% | 9% | 3
21 | 37% | -10% | 0% | -11
22 | 28% | 4% | -3% | -2
23 | 32% | 3% | 13% | -4
24 | 57%[activator] | 3% | 12% | -5

(more compounds)
no. | Molecule | PGK inhibitor | rTrxR1 inhibitor | USP1 inh | Pin1 inhibitor | TrxR1 substrate
25 | COc1ccc(/C=C2/NC(=O)N(CC(=O)Nc3cccc(C)c3)C2=O)cc1O | 4% | 21%[57.1 µM] | ? | -1% | 5%[57.1 µM]
26 | C=CCN(C(=O)c1cc(C)cc(C)c1)C1(C(=O)Nc2ccccc2)CCN(C(C)C)CC1 | 0% | 2%[57.1 µM] | -20% | -6% | 6%[57.1 µM]
27 | C=C(Cl)COC(=O)C1C2C=CC(C2)C1C(=O)O (centres undefined) | -3% | 9%[57.1 µM] | -16% | 0% | 9%[57.1 µM]
28 | Cc1ccc(C(=O)Nc2ccccc2N2CCCCC2)cc1S(=O)(=O)N1CCOCC1 | i | 16% | -21% | -7% | 7%
29 | CCOC(=O)N1CCN(C(=O)C(C)NC(=O)c2ccco2)CC1 (centres undefined) | -2% | 14%[57.1 µM] | ? | -5% | 10%[57.1 µM]
30 | O=C(NCC1CCCN1S(=O)(=O)c1cccs1)C(=O)Nc1ccccc1 (centres undefined) | -2% | -7% | 1% | -7% | -4%
31 | O=C1CCC(=O)N1CN(C(=O)c1ccco1)c1ccc(Cl)c(Cl)c1 | 11% | -8% | 9% | -1% | 9%[57.1 µM]
32 | Cc1ccc(NC2CCCN(C(=O)CN3C(=O)CSC3=O)C2)cc1C (centres undefined) | -8% | -8% | -17% | 2% | -4%
33 | Cc1ccc(C)n1-c1ccc(C(=O)N2CCC(C(N)=O)CC2)cc1 | -1% | 23%[57.1 µM] | -12% | ? | -13%[57.1 µM]
34 | CC1Cc2ccccc2N1C(=O)CN1C(=O)NC2(CCCCC2)C1=O (centres undefined) | 3% | 3% | -13% | 3% | -4%
35 | CCCN1CCN(C(=O)CCCn2c(C)c3cnn(-c4ccccc4)c(=O)c3c2C)CC1 | -2% | 7%[57.1 µM] | -21% | 0% | 12%[57.1 µM]
36 | O=C(Cn1c(NCCO)nc2ccccc21)Nc1ccc2c(c1)OCCCO2 | 2% | 13% | -12% | 3% | 4%
37 | CC(C)(C)OC(=O)NNC(=S)NC1CCCCC1 | 4% | 10%[57.1 µM] | -2% | 2% | 4%[57.1 µM]
38 | CCOC(=O)c1c(C)oc2ccc(N(C(=O)c3ccncc3)S(=O)(=O)c3ccc(CC)cc3)cc12 | -2% | 1% | -6% | 31%[activator] | -6%
39 | CCCCCC(O)(CCCCC)C(=O)NNc1ccccc1 | -8% | 34%[57.1 µM] | -6% | 0% | 10%[57.1 µM]

no. | HP1b chromo inh | GLS inhibitor | IDH1 R132H inh | PI4K2A inh
25 | 34% | -21% | 2% | 1
26 | -7% | 3% | 11% | -5
27 | 41%[activator] | 20% | 0% | 5
28 | 13% | 11% | 2% | 2
29 | 25% | 2% | 6% | 0
30 | 4% | 5% | -2% | 1
31 | 45%[activator] | 10% | 5% | 12
32 | 12% | 14% | 4% | -9
33 | 27% | 3% | 4% | 2
34 | 26% | 2% | -14% | -2
35 | 6% | 2% | -3% | -2
36 | -11% | 12% | 1% | 0
37 | 29% | 3% | 4% | 3
38 | 18% | -7% | -8% | 3
39 | 7% | 15% | 9% | -4
